# High-throughput results as filed in PubChem.
# STAT1 act – STAT1 signaling activators, primary screen, cell-based, HTS, luciferase reporter; NIH 3T3 STAT1-luciferase reporter, IFN-gamma, luminescence; 100% = IFN-gamma alone, no compound; activation (% of control), % at 5.5 µM; 200,000 compounds, 2.6% hits; AID 932, 2007;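 active = activation above the screen-wide mean activation plus 3 SD, cut at about 130% in these data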;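 also: raw ratio to IFN-gamma control signal so 100% means no change and 0% no light; values of inactives mirror those of a sister screen read the other way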
# APP 5'UTR act – activators of APP 5'UTR luciferase reporter, primary screen, SH-SY5Y cells; SH-SY5Y APP 5'UTR luciferase reporter, luminescence; zero percent = DMSO vehicle wells; activation, % at 2 µM; 190,000 compounds, 1% hits; AID 1276, 2008;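 active = activation above a set limit, based on mean plus 3 SD of controls, cut at about 140% in these data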; also: values of inactives mirror those of a sister screen read the other way
# STAT1 blocker – STAT1 signaling inhibitors, primary screen, cell-based, HTS, luciferase reporter. 200,000 compounds, 0.35% hits. NIH 3T3 STAT1-luciferase reporter, IFN-gamma, luminescence. inhibition, % at 5.5 µM;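 active = inhibition above a set limit, the mean inhibition across all tested compounds plus 3 SD, cut at about 34% in these data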;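 also: 0% = IFN-gamma with DMSO and 100% = IFN-gamma with 300 µM nifuroxazide; values of inactives mirror those of a sister screen read the other way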
# APP 5UTR inh – inhibitors of APP translation via 5'UTR reporter, primary screen, APP 5'UTR luciferase, SH-SY5Y cells; SH-SY5Y APP 5'UTR-luciferase reporter, luminescence; inhibition, % at 2 µM; 190,000 compounds, 0.82% hits;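 active = inhibition above a set limit, derived from the sample mean plus 3 SD, cut at about 45% in these data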; also: values of inactives mirror those of a sister screen read the other way
# NF-kB neuron act – activators of NF-kB expression in neurons, primary screen, cell-based, HTS. human neuronal cells, NF-kB reporter expression; stronger effect = higher value. 190,000 compounds, 1.6% hits. fold change at 12.5 µM; in the data active = fold change above about 3.3
# RAM inhibit – inhibitors of the yeast RAM network, primary screen, dse1pr::URA3 reporter, 5-FOA selection | S. cerevisiae dse1pr::URA3 reporter, 5-FOA growth OD615, 2 d; analog-sensitive cbk1-as2 kinase mutant strain | inhibition, % at 50 µM | AID 868, 2007 | 190,000 compounds, 1.8% hits;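 active = inhibition above a set limit, 3 SD over mean compound inhibition, cut at about 8.4% in these data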;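 also: 0% = DMSO-only wells with no growth and 100% = 10 µM 1-NA-PP1 full growth; inhibition rescues growth on 5-FOA so higher OD means more RAM inhibition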
# STAT3 blocker – IL-6 driven STAT3 reporter inhibitors, primary screen, U3A cells, luciferase, luminescence, MLSCN library. IL-6 STAT3-luciferase reporter; host cell line lacks STAT1. inhibition, % at 5.5 µM. 190,000 compounds, 0.89% hits;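 active = inhibition above the mean inhibition across all screened compounds plus 3 SD, cut at about 44% in these data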;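 also: 0% = DMSO only wells and 100% = 100 µM nifuroxazide control wells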
# STAT3 activator – IL-6 driven STAT3 reporter potentiators, primary screen, U3A cells, luciferase, luminescence, MLSCN library. IL-6 STAT3-luciferase reporter; 100% = signal with IL-6 EC80 alone. activation (% of control), % at 5.6 µM. 190,000 compounds, 0.91% hits;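 active = activation above the screen-wide mean of compound activation plus 3 SD, cut at about 130% in these data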;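 also: 0% = background luminescence of wells with medium and substrate only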
#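 Detection: reporter luminescence signal / Assay system: STAT1-lacking human U3A cells, STAT3 luciferase reporter / Incubation: compound pre-incubation 1 h before IL-6, then 6 h stimulation at 37 °C / Control set: IL-6-only high control / Read-out: % activation relative to IL-6 control / Probe or stimulus: Interleukin-6, 33 ng/mL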
# FLuc inhib CS – firefly luciferase enzyme inhibitors, primary screen, artefact control for luciferase-based inhibitor screens, biochemical, luminescence, ATPLite; 10 min; AID 1006, 2008; 200,000 compounds, 1.5% hits; Luciferin 4-monooxygenase (Photinus pyralis), P08659; inhibition, % at 10 µM;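 active = inhibition above about 50% when tested at 10 µM, limit read from the data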
# Target sequence (P08659 whole entry, looked up): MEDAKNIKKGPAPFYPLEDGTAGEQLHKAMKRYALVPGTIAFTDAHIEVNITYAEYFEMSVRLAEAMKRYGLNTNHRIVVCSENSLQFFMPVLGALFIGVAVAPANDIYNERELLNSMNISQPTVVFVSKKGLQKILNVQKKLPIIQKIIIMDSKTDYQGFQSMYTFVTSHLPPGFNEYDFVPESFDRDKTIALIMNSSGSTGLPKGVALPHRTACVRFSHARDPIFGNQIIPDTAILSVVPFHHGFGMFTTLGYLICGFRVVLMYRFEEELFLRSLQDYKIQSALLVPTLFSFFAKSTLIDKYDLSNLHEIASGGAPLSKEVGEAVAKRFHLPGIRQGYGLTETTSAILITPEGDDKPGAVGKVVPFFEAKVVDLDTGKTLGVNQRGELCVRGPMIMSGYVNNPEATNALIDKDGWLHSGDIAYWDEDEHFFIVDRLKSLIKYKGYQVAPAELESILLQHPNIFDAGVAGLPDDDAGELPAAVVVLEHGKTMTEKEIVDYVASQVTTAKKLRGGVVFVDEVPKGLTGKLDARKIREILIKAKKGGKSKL
# Hsp70 act – Hsp70 transcriptional activators, primary screen, cell-based, HeLa, Hsp70 promoter luciferase, luminescence, 10 µM; 200,000 compounds, 0.04% hits; activation, % at 10 µM; HeLa Hsp70 promoter luciferase reporter; scaled: vehicle 0, proteasome-inhibitor control 100%;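 active = activation above the mean across all tested compounds plus 3 SD, cutoff set per campaign, cut at about 5.5% in these data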;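 also: 100% = MG132 at 30 µM as the positive control and 0% = DMSO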
# An asterisk follows results filed as active; . = no result given.
canonical_smiles	STAT1 act	APP 5'UTR act	STAT1 blocker	APP 5UTR inh	NF-kB neuron act	RAM inhibit	STAT3 blocker	STAT3 activator	FLuc inhib CS	Hsp70 act
Cn1cnc([N+](=O)[O-])c1Sc1ccc(Br)cc1	100	7	2	-7	1.6	0.8	-14	109	-1	-0.2
COc1ccc2[nH]cc(C(=O)CN3CCN(C(=O)c4ccco4)CC3)c2c1	98	9	3	-9	1.1	-0.4	3	105	-3	-0.4
CC(OC(=O)c1cccs1)C(=O)NCc1ccccc1 (configuration not stated)	104	-2	-4	2	1.2	1.2	14	91	-7	-0.3
Cc1ccc2cc3c(nc2c1)N(Cc1ccco1)CC3	107	0	-7	0	1.5	1.7	12	93	6	0.0
CCOC(=O)CNC(=O)/C=C/c1ccc2c(c1)OCO2	103	26	-4	-26	1.1	0.6	-6	107	18	-0.1
C/C(=N\NC(=O)c1cc(-c2cccs2)nc2ccccc12)c1ccccn1	92	-71	7	71*	1.2	0.5	17	91	0	-0.4
O=C(COc1ccc(Br)cc1)N(Cc1ccccc1)c1ccccn1	115	5	-17	-5	0.79	0.9	-2	104	-6	-0.3
O=[N+]([O-])c1ccc(/C=N/n2c(-c3cccnc3)n[nH]c2=S)cc1	80	-7	22	7	1.1	3.0	0	105	9	-0.4
CCN(CC)C(=O)CSc1nnc(-c2cccnc2)n1CCc1ccccc1	97	20	3	-20	1.4	0.7	3	103	-4	0.0
O=c1c(Cl)c(NCc2ccccc2Cl)cnn1C12CC3CC(CC(C3)C1)C2	102	-3	-2	3	1.1	3.3	0	108	13	0.1
CC(c1nc2ccccc2c(=O)[nH]1)N1CCOCC1 (configuration not stated)	104	4	-4	-4	0.8	2.5	3	106	-4	0.2
COCCn1c(SCC#N)nnc1-c1ccccc1	103	-6	-3	6	1.3	1.6	7	100	3	0.1
CC(C)SCc1cc(N2CCCC2)nc(-c2ccccc2)n1	104	-9	-6	9	1.6	2.3	0	101	-1	-0.3
Cc1nc(=S)n(-c2ccccc2)[nH]1	102	-9	-2	9	1.1	0.7	-6	109	2	-0.5
COCCn1c(=NC(=O)c2cccs2)sc2cc(NC(C)=O)ccc21	91	17	10	-17	0.87	1.8	-1	100	-6	0.6
Cc1cc(C)cc(NC(=O)CCNS(=O)(=O)c2ccc3c(c2)oc(=O)n3C)c1	99	1	1	-1	0.96	0.8	-3	105	-9	-0.3
COc1ccccc1CN=Cc1[nH]c2ccc(Br)c(Cl)c2c1O	97	.	8	.	0.74	0.3	-14	112	0	0.0
CN1C(=O)C(O)(CC(=O)/C=C\c2ccc3c(c2)OCO3)c2ccccc21 (configuration not stated)	76	-13	26	13	1.4	0.9	3	102	5	-0.1
COc1cccc(N2CC(C(=O)Nc3nnc(SCC(=O)Nc4cc(C)on4)s3)CC2=O)c1 (configuration not stated)	91	-21	8	21	1.1	3.2	4	102	-5	0.0
C=CCNC(=O)/C(C#N)=C/c1ccccc1OCc1ccc(C(=O)OC)cc1	106	23	-7	-23	0.93	7.0	2	94	-5	-0.2
COc1ccccc1C(=O)Nc1ccc(S(=O)(=O)Nc2cc(C)nc(C)n2)cc1	101	6	-1	-6	1.2	0.0	20	86	-10	0.0
Cc1noc(C)c1COC(=O)c1cc(C)n(-c2ccccc2)c1C	120	19	-22	-19	2.3	0.6	4	102	-1	-0.2
O=C(NCCc1ccccc1)c1cc(-c2ccco2)on1	132*	117	-35	-117	5.8*	2.3	-4	103	6	2.8
CCSc1nnc(NC(=O)c2nc(-c3ccccc3)n(-c3ccccc3)n2)s1	99	9	2	-9	0.98	3.4	1	104	1	-0.2
COc1ccc(OC)c(/C=C/C(=O)Nc2ccc3c(c2)CCC3)c1	106	8	-7	-8	1.1	4.3	1	96	-5	0.1
O=C(CSc1cn(CCNC(=O)c2cccs2)c2ccccc12)NCC1CCCO1 (configuration not stated)	96	-10	1	10	0.89	1.0	4	96	-6	-0.4
CCC1CCCCN1C(=O)CSc1nnc(-c2c[nH]c3ccccc23)o1 (configuration not stated)	105	-8	-6	8	0.77	2.6	17	87	2	-0.1
CC1=NNC(=O)/C1=C\c1cn(-c2ccccc2)nc1-c1ccccc1	123	-16	-27	16	1.1	1.9	32	77	-4	4.5
Oc1cccc(/C=N/Nc2cc(N3CCCC3)nc(N3CCCC3)n2)c1	109	-9	-10	10	0.53	0.3	6	93	11	-0.1
O=C(CCn1c(=O)sc2ccccc21)Nc1ccon1	104	0	-4	0	1.4	-1.1	10	95	16	-0.3
O=C(c1ccc(Cn2cc([N+](=O)[O-])cn2)o1)N1N=C(C(F)F)CC1(O)C(F)F (configuration not stated)	102	0	-2	0	0.97	0.9	4	101	-7	-0.2
CN1C(=S)SC(/[N+]([O-])=C\c2cccs2)C1(C)C (configuration not stated)	103	4	-3	-4	1.1	0.3	16	96	0	0.0
CC1CC(C)CN(CC(O)COCCOc2ccc(Br)cc2)C1 (configuration not stated)	104	2	-5	-2	1.1	1.1	0	98	-4	-0.2
COc1ccc(CCN(Cc2cc3cc(C)cc(C)c3nc2Cl)C(=O)C2CC2)cc1	95	15	6	-15	1	11*	-3	110	0	-0.5
COc1cccc(NC(=O)CNC(=O)c2cccs2)c1	106	.	-6	-21	1.7	0.8	0	102	-1	-0.2
O=c1[nH]c2ccccc2nc1/C=C/c1ccc(Cl)cc1	133*	167*	-37	-167	1.4	0.7	11	93	70*	0.0
COc1cc(/C=C/C(=O)c2cccc([N+](=O)[O-])c2)cc(OC)c1OC	100	-1	2	1	1.1	2.8	-5	102	-6	-0.1
Cn1ncc2c(Nc3ccccc3Br)ncnc21	97	6	4	-6	1.1	0.2	12	96	-1	-0.4
O=C(O)CCn1c(CO)nc2ccccc21	98	3	1	-4	1	0.9	7	95	-2	-0.2
COc1ccc(Br)cc1CNC(=O)CCCc1cn(C)c2ccccc12	92	10	9	-10	0.95	7.2	-4	103	-10	-0.1
CN(C)c1ccc(P(=O)(OCc2ccccc2)C(O)c2cccnc2)cc1 (configuration not stated)	110	-11	-10	11	0.9	1.1	7	100	0	-0.6
C(=Nc1cccc2c(N=Cc3ccco3)cccc12)c1ccco1	97	9	3	-8	1.2	2.2	-9	111	0	-0.2
CCCCn1c(=NC(=O)c2ccc3c(c2)OCO3)c(C#N)cc2c(=O)n3cccc(C)c3nc21	98	-4	2	4	0.95	5.7	5	98	-4	-0.1
Cc1ccc(C)c(S(=O)(=O)N2CCCOC2CNC(=O)C(=O)NCc2ccco2)c1 (configuration not stated)	94	-11	7	11	1	0.3	15	90	-3	-0.4
Cc1ccccc1CN1CCN(C(=O)c2cccc(F)c2)CC1	98	-11	3	11	0.99	0.3	5	98	-1	-0.5
Cc1cc(=O)oc2cc(OCC(=O)N3CCc4ccccc4C3)ccc12	92	7	9	-7	1.1	0.7	3	103	-8	0.1
Cc1cccc(OCC(=O)O/N=C(\N)c2ccccn2)c1	128	69	-30	-69	2.2	-0.4	4	100	6	0.1
OCC[n+]1ccc(/C=C/c2c[nH]c3ccccc23)cc1	89	-16	13	16	0.79	1.4	-3	101	-3	-0.1
Cc1ccc([N+](=O)[O-])cc1NC(=O)c1ccoc1C	114	-7	-16	7	0.95	1.0	20	86	0	0.2
COc1ccc(S(=O)(=O)N2CCCC(C(=O)N3CCCCCC3)C2)cc1 (configuration not stated)	108	4	-8	-4	0.83	0.3	4	100	-7	-0.4
O=C1Nc2ccc(Br)cc2C1(O)Cc1ccncc1 (configuration not stated)	91	-1	10	1	1.1	-1.0	1	102	-8	-0.1
O=C(CCS(=O)(=O)c1cc(Br)cc2c1N(C(=O)C1CC1)CC2)NCC1CCCO1 (configuration not stated)	103	-4	-4	4	0.87	2.0	-1	105	-8	0.1
CCO[C@H]1OC(C(=O)N2CCN(Cc3ccc4c(c3)OCO4)CC2)=C[C@@H](C(C)(C)C)[C@@H]1CCCO	100	-2	1	2	0.78	0.0	.	.	-6	0.1
COc1ccc(C)cc1NC(=O)N1CCCc2ccccc21	111	-5	-14	5	0.94	0.3	-8	111	-2	-0.2
Cc1ccc(CCN2CC(C(=O)NCCCOC(C)C)CC2=O)cc1 (configuration not stated)	100	11	1	-10	1.5	2.2	8	99	-10	-0.1
CCCCn1c(SCC(=O)c2ccc(OC)cc2OC)nc2cc(S(N)(=O)=O)ccc21	102	0	-2	0	0.95	0.9	-4	108	-3	-0.2

# In the list so far, these contain an NH in an aromatic ring:
canonical_smiles	STAT1 act	APP 5'UTR act	STAT1 blocker	APP 5UTR inh	NF-kB neuron act	RAM inhibit	STAT3 blocker	STAT3 activator	FLuc inhib CS	Hsp70 act
COc1ccc2[nH]cc(C(=O)CN3CCN(C(=O)c4ccco4)CC3)c2c1	98	9	3	-9	1.1	-0.4	3	105	-3	-0.4
O=[N+]([O-])c1ccc(/C=N/n2c(-c3cccnc3)n[nH]c2=S)cc1	80	-7	22	7	1.1	3.0	0	105	9	-0.4
CC(c1nc2ccccc2c(=O)[nH]1)N1CCOCC1 (configuration not stated)	104	4	-4	-4	0.8	2.5	3	106	-4	0.2
Cc1nc(=S)n(-c2ccccc2)[nH]1	102	-9	-2	9	1.1	0.7	-6	109	2	-0.5
COc1ccccc1CN=Cc1[nH]c2ccc(Br)c(Cl)c2c1O	97	.	8	.	0.74	0.3	-14	112	0	0.0
CCC1CCCCN1C(=O)CSc1nnc(-c2c[nH]c3ccccc23)o1 (configuration not stated)	105	-8	-6	8	0.77	2.6	17	87	2	-0.1
O=c1[nH]c2ccccc2nc1/C=C/c1ccc(Cl)cc1	133*	167*	-37	-167	1.4	0.7	11	93	70*	0.0
OCC[n+]1ccc(/C=C/c2c[nH]c3ccccc23)cc1	89	-16	13	16	0.79	1.4	-3	101	-3	-0.1
